Screening results (PubChem)
G9a block: G9a (human) methyltransferase inhibition | Potency, µM (highest dose often 102 µM), for the others: at the highest dose activity, negative = inhibition, usual class: inhibitors | 350,000 tested, 8.8% active | Q96KQ7 | G9a H3K9 monomethylation, AlphaScreen, 2 h | AID 504332; note: % is set by controls: 0 for no effect and ±100 for the full control effect; nearly all actives have a fitted effect of over 75% in size
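Step 1: enzyme (final 20 nM) with compound, 15 min RT. Step 2: substrate peptide 500 nM and SAM 20 uM, 2 h RT. Step 3: anti-H3K9me1 antibody and AlphaScreen beads, 10 min, then plate read.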
GLS inh: blocks human kidney-isoform glutaminase activity; Potency, µM (top dose mostly 45.5 µM), for inactives: at the highest dose activity change, negative = inhibition, actives largely listed as inhibitors; O94925; 410,000 tested, 0.21% active; GLS enzymatic activity, qHTS titration; note: % is set by controls: 0 for no effect and ±100 for the full control effect
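Coupled fluorescence readout: glutamate oxidase/HRP/Amplex Red detect glutamate formed by hKGA from L-glutamine (1 mM solution added). Buffer 45 mM KH2PO4 pH 8.2, 0.02% Tween-20; reads at t0 and 30 min RT.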
HP1b chromo inh: HP1-beta chromodomain-methylated histone interaction inhibition | AlphaScreen HP1-beta / biotin-H3K9me3 peptide binding | Potency, µM (doses to about 114 µM), without a hit: top-dose activity change, negative = inhibition, hits mostly inhibitors | 390,000 tested, 0.56% active; note: nearly all actives have a fitted effect of over 70% in size; inactives centre near 23
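AlphaScreen: HP1-beta (50 nM) preformed 30 min with biotin-H3(1-18)K9me3 peptide (50 nM) in PBS pH 7.4, 0.01% Tween-20. Compound added for 30 min at RT, then streptavidin donor/nickel chelate acceptor beads (10 ug/mL) for 30 min.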
Tb PGK inh: blocks T. brucei phosphoglycerate kinase | P07378 | PGK/GAPDH coupled, Kinase-Glo luminescence, 60 min | Potency, µM (top dose mostly 57.5 µM), for inactives: at the highest dose activity change, negative = inhibition, actives largely listed as inhibitors | 380,000 tested, 0.043% active | AID 602233; note: % is set by controls: 0 for no effect and ±100 for the full control effect; nearly all actives have a fitted effect of over 60% in size
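Recombinant glycosomal PGK reaction used 1,3-bisphosphoglycerate generated in-well by GAPDH (100nM final) in 100mM TEA pH 7.6, 5mM MgCl2, 0.01% Tween-20. After 60 minutes at room temperature, ATP was read by Kinase-Glo Plus luminescence end-point.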
JMJD2A Tudor inh: JMJD2A Tudor domain (human) inhibition; O75164; AlphaScreen JMJD2A-Tudor / H3K4me3 peptide binding; Potency, µM (titrated, usually from 114 µM), inactives show at the top dose activity change, negative = inhibition, most hits filed as inhibitors; 390,000 tested, 4.4% active; note: % is set by controls: 0 for no effect and ±100 for the full control effect; nearly all actives have a fitted effect of over 50% in size
Pin1 inh: human Pin1 inhibition; Q13526; Pin1 FP peptide displacement, HiFluor488, 10 min; Potency, µM (highest dose often 115 µM), for inactives: at the top dose activity, negative = inhibition, usual class: inhibitors; 390,000 tested, 0.009% active; AID 504891; active = well fitted inhibition curve with a large enough effect in the polarisation, with a control signal flat, not every such curve was filed as active; inconclusive = small, poorly fitted or top-dose-only effect, or effect the other way, or a change in a side signal; inactive = no such curve, though single readings can be large or run the other way; the % refers to the polarisation; note: % is set by controls: 0 for no effect and ±100 for the full control effect
BAZ2B block: inhibitors of human BAZ2B bromodomain; Q9UIF8; AlphaScreen BAZ2B-H3K14Ac peptide displacement; Potency, µM (doses to about 114 µM), without a hit: top-dose activity change, negative = inhibition, hits mostly inhibitors; 360,000 tested, 4.4% active; note: % is set by controls: 0 for no effect and ±100 for the full control effect; nearly all actives have a fitted effect of over 60% in size
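Multi-concentration screen (max 110 uM) measuring displacement of acetylated histone H3 peptide from BAZ2B by AlphaScreen, using 50 nM protein, 50 nM peptide and 10 ug/mL streptavidin donor plus Ni-chelate acceptor beads.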
POLI inh: inhibitors of human DNA polymerase iota; Q9UNA4; Pol iota fluorescent replication assay, 10 min; Potency, µM (series often up to 115 µM), for inactives: top-dose activity, negative = inhibition, usual class: inhibitors; 390,000 tested, 1% active; AID 588590
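Pol iota at 10 nM preincubated 15 min with compounds at room temperature; reaction started with fluorescent substrate, 50 nM final. Fluorescence read kinetically at 0 and 10 min; buffer-only wells as negative control.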
BLM inh: inhibitors of human Bloom syndrome helicase BLM. AID 2528. 350,000 tested, 0.2% active. Potency, µM (top dose mostly 56.1 µM), without a hit: at the highest dose activity change, negative = inhibition, usual class: inhibitors. P54132. recombinant BLM DNA unwinding, fluorescence dequenching;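 note: plate controls were vehicle for no effect and no enzyme for full effect; nearly all actives have a fitted effect of over 35% in size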
* = called active by the depositor; i = inactive; ? = inconclusive; nt = no result given; [ ] = another dose, or the depositor's remark. Unless noted, calls come from the whole dose curve; as a rule, active = well fitted curve in the direction sought with a large enough effect; inconclusive = small, poorly fitted or top-dose-only effect, or another doubt; inactive = no such curve, though single readings can be large; an effect the other way counts as inactive or inconclusive. Potency is the fitted concentration of half-maximal effect. Only part of the results is shown (hit frequency here may not be typical).

SMILES	G9a block	GLS inh	HP1b chromo inh	Tb PGK inh	JMJD2A Tudor inh	Pin1 inh	BAZ2B block	POLI inh	BLM inh
Cc1ccc(S(=O)(=O)N2CCCc3cc(NS(=O)(=O)c4ccc(C)c(C)c4)ccc32)cc1	-6%[59 µM]	1%	5%	-8%	-25%	38%[activator]	-19%	11%	-7%
CN(c1ccc(OCC(=O)OCC(=O)Nc2ccc(OC(F)F)cc2)cc1)S(=O)(=O)c1cccs1	nt	-2%	26%	-10%	-18%	9%	nt	?	nt
COCCNC(=O)CCCn1c(SCC(=O)NCc2ccc(C)cc2)nc2c(sc3ccccc32)c1=O	-6%[59 µM]	-8%	48%[activator]	-7%	4%	-4%	1%	11%	-6%
Cc1c(Cl)cccc1NC(=O)CCS(=O)(=O)c1ccc(Br)s1	-13%[59 µM]	-5%	6%	1%	-20%	3%	-13%	-16%	-3%
CNC(=S)NNC(=O)Cc1ccc(OC)cc1	10%	-24%	32%	-3%	-8%	-7%	-31%	108%[activator]	-1%
Cc1ccc(NC(=O)c2noc(C(C)C)c2[N+](=O)[O-])cc1	?	9%	32%	3%	-4%	-1%	-31%	69%[activator]	-2%
O=S(=O)(NCc1csc(-c2cccnc2)n1)c1ccc2c(c1)OCCO2	-6%[59 µM]	-2%	8%	-1%	-6%	0%	4%	3%	-1%
O=C(Nc1cccc(-c2csc(Nc3cccc(C(F)(F)F)c3)n2)c1)c1cc([N+](=O)[O-])cc(C(F)(F)F)c1	-60%[12.7 µM]	-4%	2%	-3%	-21%	1%	-1%	49%[activator]	-4%
CC1CCCCN1C(=O)CNCC1CCCO1 (centres undefined)	2%	-13%	?	-8%	0.89µM*	-14%	-15%	64%[activator]	-1%
Cc1cnc(NC(=O)CSc2nnc(COc3c(C)cccc3C)o2)s1	1%	-1%	58%[activator]	i	-19%	2%	3%	-2%	-2%
COP1(=O)C[C@@H](O)[C@@H](O)[C@@H](COCc2ccccc2)O1 (some centres undefined)	14%[12.7 µM]	1%	32%	-7%	-15%	3%	0%	-12%	1%
CNC(=O)COc1ccc2oc3c(c2c1)CCCC3	23%	10%	10%	i	-14%	-4%	-20%	62%[activator]	-5%
CCn1c2ccc(C)cc2c2nnc(SCCN3CCCCC3)nc21	7%	-12%	-1%	i	-21%	0%	2%	35%[activator]	30%[activator]
Cc1ccc(CNS(=O)(=O)c2cc(C(=O)Nc3ccc(C(C)C)cc3)ccc2F)cc1	2%[59 µM]	3%	-13%	-1%	-27%	?	-4%	11%	-13%
Cc1cc(C)n(C(=O)c2ccc([N+](=O)[O-])cc2Cl)n1	?	5%	3%	-2%	-29%	-2%	?	18%	-9%

Ordered by length of the SMILES (falling): some entries from above
SMILES	G9a block	GLS inh	HP1b chromo inh	Tb PGK inh	JMJD2A Tudor inh	Pin1 inh	BAZ2B block	POLI inh	BLM inh
O=C(Nc1cccc(-c2csc(Nc3cccc(C(F)(F)F)c3)n2)c1)c1cc([N+](=O)[O-])cc(C(F)(F)F)c1	-60%[12.7 µM]	-4%	2%	-3%	-21%	1%	-1%	49%[activator]	-4%
Cc1ccc(S(=O)(=O)N2CCCc3cc(NS(=O)(=O)c4ccc(C)c(C)c4)ccc32)cc1	-6%[59 µM]	1%	5%	-8%	-25%	38%[activator]	-19%	11%	-7%
Cc1ccc(CNS(=O)(=O)c2cc(C(=O)Nc3ccc(C(C)C)cc3)ccc2F)cc1	2%[59 µM]	3%	-13%	-1%	-27%	?	-4%	11%	-13%
COP1(=O)C[C@@H](O)[C@@H](O)[C@@H](COCc2ccccc2)O1 (some centres undefined)	14%[12.7 µM]	1%	32%	-7%	-15%	3%	0%	-12%	1%
O=S(=O)(NCc1csc(-c2cccnc2)n1)c1ccc2c(c1)OCCO2	-6%[59 µM]	-2%	8%	-1%	-6%	0%	4%	3%	-1%
Cc1ccc(NC(=O)c2noc(C(C)C)c2[N+](=O)[O-])cc1	?	9%	32%	3%	-4%	-1%	-31%	69%[activator]	-2%
Cc1c(Cl)cccc1NC(=O)CCS(=O)(=O)c1ccc(Br)s1	-13%[59 µM]	-5%	6%	1%	-20%	3%	-13%	-16%	-3%
CCn1c2ccc(C)cc2c2nnc(SCCN3CCCCC3)nc21	7%	-12%	-1%	i	-21%	0%	2%	35%[activator]	30%[activator]
CNC(=O)COc1ccc2oc3c(c2c1)CCCC3	23%	10%	10%	i	-14%	-4%	-20%	62%[activator]	-5%
CNC(=S)NNC(=O)Cc1ccc(OC)cc1	10%	-24%	32%	-3%	-8%	-7%	-31%	108%[activator]	-1%
CC1CCCCN1C(=O)CNCC1CCCO1 (centres undefined)	2%	-13%	?	-8%	0.89µM*	-14%	-15%	64%[activator]	-1%

Additional structures:
SMILES	G9a block	GLS inh	HP1b chromo inh	Tb PGK inh	JMJD2A Tudor inh	Pin1 inh	BAZ2B block	POLI inh	BLM inh
O=C(c1ccc(F)cc1F)N1CCN(c2ncccn2)CC1	-3%[2.33 µM]	-5%	25%	-4%	-14%	2%	12%	9%	1%
CCN(CC(=O)Nc1ccc(Br)c(C)c1)CC(=O)NC(C)C	-2%	5%	16%	8%	1%	-6%	nt	118%[activator]	0%
Cc1ccc2occ(CC(=O)Nc3ccc(Cl)c(C(F)(F)F)c3)c2c1	19%[59 µM]	2%	99%[activator]	i	36%[activator]	14%	3%	-14%	-10%
CC(C)(C)Cc1nnc(NC(=O)CSc2ccccc2)s1	4.5µM*	-26%	?	-5%	56µM*	4%	?	?	0%
COc1ccccc1CN1C(=NC(=O)CCC2CCCC2)SC2CS(=O)(=O)CC21 (centres undefined)	36%	3%	28%	-7%	-2%	1%	-2%	34%[activator]	1%
C[C@@H]1C=C(C(=O)O)O[C@H](OCc2ccc(CO)cc2)C1	-126%[59 µM]	-2%	23%	-9%	-14%	-8%	-38%	1%	-2%
C=CCn1c(SCC(=O)N2CCCCCC2)nc2ccccc2c1=O	-2%	-7%	34%	6%	-4%	3%	-2%	44%[activator]	-2%
CN(Cc1ccccc1)C(=O)Cn1c(=O)c2cccn2c2cccnc21	-5%	-5%	18%[57 µM]	-6%	0%	?	-21%	22%	-2%
CC(=O)N1c2ccc(S(=O)(=O)N3CCCC3)cc2CC1C(=O)NCc1cccc(F)c1 (centres undefined)	29%	1%	-6%	7%	?	-2%	-11%	87%[activator]	1%
O=C(CCCc1ccccc1)NCCN1CCOCC1	8%	7%	35%	-7%	-12%	2%	18%	11%	1%
C=CCOC(=O)C1=C(C)NC(=S)NC1c1cccs1 (centres undefined)	5%[59 µM]	-14%	-5%	0%	-22%	2%	3%	-4%	-10%
CCn1c(CNC(=O)Cc2ccc(OC)cc2)nnc1SCC(=O)NC1CCCCC1	?	-5%	20%	-5%	-17%	1%	-14%	8%	2%
O=C(COc1ccc(Br)cc1)NC1CC1	31%	-2%	50%[activator]	i	3%	0%	-9%	6%	-2%
c1ccc(SCc2cn3cccnc3n2)nc1	-30%	0%	22%	i	-17%	-9%	-17%	41%[activator]	-4%
CCCc1ncc(CN2CCC(C(=O)Nc3cccc(-c4cscn4)c3)CC2)cn1	0%	16%	29%	-4%	-25%	0%	-14%[57.1 µM]	-23%	1%
O=C(COc1ccc2ccc(=O)oc2c1)Nc1cc([N+](=O)[O-])ccc1F	-3%[0.501 µM]	-16%	40%[activator]	i	-7%	-2%	8%	-1%	nt
CCN(CC)C(=O)CSc1nc(O)c(Cc2ccc(OC)cc2)c(=O)[nH]1	nt	15%	40%[activator]	-2%	-6%	-4%	5%	-14%	-2%
c1ccc(OCc2nnc3n2N=C(c2ccccc2)CS3)cc1	7.9µM*	3%	?	-10%	-14%[11.4 µM]	-12%	nt	1%	-2%
COCC(C)n1c(SCC(=O)Nc2sccc2C(N)=O)nc2ccccc2c1=O (centres undefined)	10%[12.7 µM]	-2%	15%	-1%	-20%	?	-10%	9%	nt
CN(CC(=O)NC1CCCC1)S(=O)(=O)c1cnc[nH]1	5%	-1%	30%	-9%	-14%	-5%	12%	?	0%
CCCn1c(=O)c2sccc2n2c(CCCC(=O)Nc3ccc(C)c(F)c3)nnc12	-7%[59 µM]	-3%	34%	i	-16%	0%	-8%	-6%	0%
COC(=O)c1ccc(-n2nnnc2SCC(=O)Nc2cc(OC)ccc2OC)cc1	1%[59 µM]	14%	1%	-11%	-12%	8%	0%	31%	-4%
Cc1cccc(Nc2ccccc2C(=O)OCC(=O)N2CCOCC2)c1C	5%[12.7 µM]	13%	20%	-4%	-13%	2%	5%	-12%	-9%
N#CC1=C(N)SC(N)=C(C#N)C1c1ccc([N+](=O)[O-])cc1	8.9µM*	-29%	-37%	i	56µM*	18%	-37%	?	-6%
COc1ccc(/C=C/C(=O)OCc2nc3ccccc3c(=O)[nH]2)c(OC)c1	-3%	0%	23%	0%	-5%	2%	-1%	-10%	0%
O=C1COc2ccc(C(=O)COC(=O)CNS(=O)(=O)c3cccc(F)c3)cc2N1	9%[12.7 µM]	-2%	25%	-2%	-18%	1%	?	25%	nt
Cc1ccc(C(=O)Nc2nc(C)c(C(=O)Nc3ccc4c(c3)CCC4)s2)cc1	-3%[59 µM]	0%	23%	9%	-19%	24%	-9%	12%	-3%
CCc1cc2c(=O)c(-n3cnc4ccccc43)coc2cc1O	17%	6%	9%	-7%	-2%	2%	1%	-1%	-2%
Cn1nc(-c2ccccc2F)c2cc(C(=O)NCc3ccccc3Cl)sc21	-29%[59 µM]	-9%	14%	0%	-6%	-2%	-9%	?	-9%
Cc1ccc(NC(=O)C2CCCN(c3ncccn3)C2)c(C)c1 (centres undefined)	-8%	-8%	30%	-6%	-12%	-2%	-3%	12%	-2%
Cc1ccc(S(=O)(=O)Nc2cc(C)cc(CCNC=O)c2C)cc1	nt	1%	32%	i	-10%	-3%	nt	7%	nt
COc1ccccc1-c1nnc(-c2ccc(C)cc2)o1	nt	0%	33%	-10%	3%	3%	nt	?	nt
Cc1noc(C)c1C(=O)Nc1ccccc1N1CCCC1	?	18%	31%	-13%	-21%	-2%	8%	63%[activator]	nt
